# AI-2 QS mod: modulates the Vibrio harveyi AI-2 quorum sensing system; 300,000 tested, 0.4% active; activity change, % at 7.5 µM; Vibrio harveyi JMH597 AI-2 luminescence/OD600 ratio, 9 h; hits give low values; strain lacks LuxN and CqsS sensors; 0 = neutral-control median; in the data active = activity change below about -75%, passing the limit was not always enough; inconclusive = no clear call, values can overlap the other calls;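 also: luminescence divided by OD600 gain over 9 h not by final OD600 alone; inactives centre near 13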
# PolyA inhibitor: yeast polyadenylation inhibition; calls only at 12 µM; S. cerevisiae SKY197-pL101 polyadenylation reporter, beta-gal luminescence; efflux-impaired pdr1/pdr3 knockout yeast; score 100 = 6 SD above DMSO; 300,000 tested, 0.02% active; AID 1875;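 active = lowest replicate activity score at least 50, where 100 means six control SD above control mean; inconclusive = lowest score under 50 but half or more replicates reach 50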;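 also: yeast exposed to compound for 9 h at 30 °C; higher score means more reporter readthrough which indicates perturbed polyadenylation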
# HSF1 inh: HSF1 inhibition. NIH3T3-HGL HSE-luciferase, MG132-induced, luminescence 8 h; hits give low values. activity change, negative = inhibition, % at 7.5 µM (by protocol). 300,000 tested, 0.77% active. AID 2098;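 active = more than half of replicate wells show activity change below -50%, luminescence cut by over half; inconclusive = some wells, but at most half, below -50%; inactive = no replicate well below -50%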;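 also: luciferase reports HSF-1 transcriptional activity via heat shock element; 0% = median of DMSO wells and -100% = zero luminescence signal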
# GSK3beta inhib: human GSK3beta kinase inhibition. P49841. GST-GSK3beta kinase, ADP-Glo luminescence, 60 min; hits give low values. activity score (negative = inhibition), % at 10 µM. 300,000 tested, 0.038% active;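 active = more than half of replicate wells score below -50%, meaning over 50% inhibition versus plate controls; inconclusive = some replicates but at most half score below -50%; inactive = no replicate scores below -50%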;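 also: 0% = median DMSO wells and -100% = median GW8510 positive control wells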
# Target sequence (P49841 whole entry, looked up): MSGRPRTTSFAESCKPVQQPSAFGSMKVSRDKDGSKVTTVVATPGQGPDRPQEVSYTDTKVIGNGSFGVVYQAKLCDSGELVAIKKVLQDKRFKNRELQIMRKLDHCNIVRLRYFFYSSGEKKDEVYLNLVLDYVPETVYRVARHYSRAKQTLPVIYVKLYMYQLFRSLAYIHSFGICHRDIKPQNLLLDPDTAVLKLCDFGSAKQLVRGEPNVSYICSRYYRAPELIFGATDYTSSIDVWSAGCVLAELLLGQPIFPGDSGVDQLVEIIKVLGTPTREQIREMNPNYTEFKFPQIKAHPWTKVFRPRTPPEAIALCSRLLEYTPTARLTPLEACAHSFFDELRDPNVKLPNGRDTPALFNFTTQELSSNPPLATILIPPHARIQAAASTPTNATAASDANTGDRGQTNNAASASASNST
#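 Assay system: GST-tagged human GSK3beta kinase, cell-free; Input: 1.6 ng GSK3beta; Medium: Tris/MgCl2 kinase buffer; Timing: 60 min enzyme reaction, room temperature; Signal: ADP-Glo luminescence quantifying ADP generated by kinase; Evaluation: score relative to plate controls; Benchmarks: DMSO neutral wells and GW8510 at 20 µM as positive.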
# HSF1 activator: increases HSF-1 driven luciferase reporter signal | NIH3T3-HGL HSF-1 luciferase reporter, MG132, 8 h; 100% = twice DMSO control signal | activation, % at 9 µM | 300,000 tested, 1.7% active;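 active = mean replicate activation of at least 50% with a set share of replicates each reaching 50%; inconclusive = only one of those two conditions met; inactive = mean below 50% and too few replicates reaching it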;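 also: 0% = median of the neutral control wells and 100% = twice that signal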
# Platelet DG rel: platelet dense granule release activity; 300,000 tested, 0.22% active; inhibition, %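 (compounds screened at 7.5 µM in platelet-rich plasma)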; human platelet-rich plasma, SFLLRN dense granule ATP release, luminescence;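 active = mean replicate score, as percent of positive control, at or above 50; inconclusive = mean below 50 but at least one replicate at or above 50; inactive = mean and every replicate below 50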
# HSP90 inh: HSP90 refolding inhibition in rabbit reticulocyte lysate; luciferase refolding luminescence, 3 h; inhibition, % at 5.6 µM; 290,000 tested, 0.91% active; AID 1789;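 active = inhibition above the screen-wide mean plus 3 SD, computed separately per campaign, cut at about 16% in these data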;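 also: 0% = DMSO wells and 100% = 60 µM geldanamycin wells; inhibitors lower the luminescence because luciferase stays unfolded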
# DYRK1A inh: inhibitors of rat Dyrk1A kinase; 310,000 tested, 0.43% active; ADP-Glo luminescence, NFATc1 peptide; inhibition, % at 12.5 µM; in the data active = inhibition above about 50%;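 also: plate controls were vehicle with enzyme for no effect and no enzyme for full effect; many of its hits are not listed in these tables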
# HDAC3 inh: inhibitors of human histone deacetylase 3; O15379; inhibition, % at 8.3 µM; recombinant HDAC3, fluorogenic peptide/trypsin coupled, fluorescence; 320,000 tested, 0.15% active; in the data active = inhibition above about 26%, passing the limit was not always enough; inconclusive = no clear call, values can overlap the other calls
# Target sequence (O15379 whole entry, looked up): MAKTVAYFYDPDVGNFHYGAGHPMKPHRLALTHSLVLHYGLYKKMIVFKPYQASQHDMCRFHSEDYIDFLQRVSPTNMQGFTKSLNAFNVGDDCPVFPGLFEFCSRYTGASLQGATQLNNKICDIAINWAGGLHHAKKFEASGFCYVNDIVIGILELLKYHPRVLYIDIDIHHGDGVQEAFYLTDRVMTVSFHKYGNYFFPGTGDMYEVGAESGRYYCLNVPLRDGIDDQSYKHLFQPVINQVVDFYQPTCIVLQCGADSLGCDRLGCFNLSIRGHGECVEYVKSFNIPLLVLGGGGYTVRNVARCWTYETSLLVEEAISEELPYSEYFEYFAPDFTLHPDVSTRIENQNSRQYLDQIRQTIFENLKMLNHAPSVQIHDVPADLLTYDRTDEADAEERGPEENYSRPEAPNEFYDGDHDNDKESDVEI
# GSK3A inh: human GSK-3 alpha kinase inhibition. P49840. ADP-Glo luminescence, 60 min. inhibition, % at 10 µM. 320,000 tested, 0.1% active. AID 2650;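 in the data active = inhibition above about 50%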;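 also: GST-tagged GSK-3 alpha with peptide substrate and 25 µM ATP; 0% = DMSO neutral wells and 100% = GW8510 positive control wells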
# Numbers without * were called inactive; i = inactive; ? = inconclusive; nt = no result given. Not all compounds are listed; rates above refer to the full screens.
SMILES,AI-2 QS mod,PolyA inhibitor,HSF1 inh,GSK3beta inhib,HSF1 activator,Platelet DG rel,HSP90 inh,DYRK1A inh,HDAC3 inh,GSK3A inh
CCNC(=O)CC1C(=O)N(c2cccc(OC)c2)C(=O)N1CCOC (stereo not given),11.4,i,-3.8,6.8,-16.5,11.0,-2.0,-9.2,5.1,-2.2
COc1cccc(-c2cc(C(=O)N3CCN(S(=O)(=O)c4ccc(Br)cc4)CC3)[nH]n2)c1,13.7,i,-2.9,-23.5,9.0,-7.2,1.0,-3.3,-6.9,-0.3
CCS(=O)(=O)N1CCN(C2Cc3ccccc3C2)CC1,37.4,nt,nt,-2.9,nt,-10.0,-0.8,nt,-4.5,-7.7
CSC1=N/C(=C\c2cccc(Cl)c2)C(=O)N1N(C)C,-1.4,i,1.1,1.4,24.4,5.6,6.9,0.8,5.1,-2.4
O=C(NCCCNc1ccc(C(F)(F)F)cc1[N+](=O)[O-])c1cc(F)c(F)cc1Cl,6.9,i,2.2,-6.2,7.5,-0.3,-4.4,-0.7,-9.4,-1.8
COc1cc(OC)nc(Oc2ccccc2/C=N/O)n1,2.8,i,-0.8,1.0,1.2,-8.6,nt,0.6,-0.5,-1.1
O=C(c1ccc(F)cc1F)N1CCCC(c2nc(-c3ccc(F)cc3)no2)C1 (stereo not given),5.3,i,-0.4,0.6,-6.4,-3.0,0.8,4.5,0.2,-0.6
CCCC(=O)N=c1sc2c(OC)ccc(OC)c2n1C,24.9,i,2.1,-0.6,-2.1,1.7,-0.2,5.9,nt,-2.8
C[C@H](NC(=O)c1ccccc1Cl)C(=O)OCC(=O)NNC(=O)c1cccs1,17.7,i,-0.4,2.1,-4.2,10.5,nt,-3.4,nt,nt
CCNc1nc(NC(C)C)nc(OCC)n1,15.5,i,-5.9,3.4,12.2,-4.2,8.5,-3.5,4.7,4.1
CC(C)(C)c1nc(NCC2CCCO2)c2nnn(Cc3ccccc3)c2n1 (stereo not given),9.1,i,8.5,0.4,-1.2,4.1,3.5,-4.7,2.6,-0.5
O=C(CSCC(=O)Nc1ccc2ccccc2c1)NCc1ccccc1,27.9,i,4.4,-0.3,26.9,0.7,2.6,0.0,-0.5,-1.9
COc1ccc(CCNC(=O)CCS(=O)(=O)c2ccc3c(c2)NC(=O)C(C)S3)cc1OC (stereo not given),nt,i,-3.7,-8.1,13.1,7.6,-3.8,-2.0,3.0,-1.7
O=c1c2ccccc2cnn1-c1ccc(Cl)nn1,17.1,i,7.3,2.7,-1.8,2.8,1.1,3.3,2.8,2.6
CSCCC(NS(=O)(=O)c1ccc(Cl)cc1)C(=O)OCc1c(Cl)cccc1Cl (stereo not given),23.7,i,14.0,-3.6,7.4,3.6,-1.2,11.6,12.0,-0.5
CCOc1ccc2[nH]c(=O)c(C(c3nnnn3Cc3ccco3)N3CCCC(C)C3)cc2c1 (stereo not given),9.5,i,7.3,-2.0,17.8,-1.5,6.4,-2.8,2.6,-1.0
CSc1nnc(-c2cnccn2)n1CCCN1CCCC1=O,46.0,i,6.2,-4.0,-8.0,3.8,-2.9,-3.3,-0.7,nt
O=C(O)CSCC(=O)N1CCN(S(=O)(=O)c2ccccc2)CC1,13.0,i,0.7,-6.5,-1.5,-2.5,-2.3,-0.1,3.1,-1.3
COc1cc(C(=O)NCCOc2ccccc2)cc(OC)c1OC,6.8,i,17.1,-1.7,14.9,4.6,-4.6,1.5,7.2,-2.1
COC(=O)c1cccc(C(=O)N2CCC(CO)(CCc3ccccc3)CC2)c1,17.6,i,4.1,-0.2,1.0,nt,1.5,-0.9,3.3,-1.4
CC(C(=O)N1CCN(c2ccccc2)CC1)N1C(=O)C2CC=CCC2C1=O (stereo not given),13.8,i,2.8,2.1,12.6,6.5,2.7,-0.5,10.3,-9.1
CCCc1ccc(Oc2c(-c3ccc(O)c(C)c3O)n[nH]c2C)cc1,34.3,i,13.0,3.4,23.7,-5.3,-7.3,-0.3,?,-3.3
Cc1ccc(NC(=O)CSc2nnc(N)s2)cc1S(=O)(=O)N1CCOCC1,22.2,i,-12.7,3.0,-6.2,4.3,nt,-2.7,0.2,-0.2
CC12CCC(C(=O)Nc3nc4ccccc4s3)(OC1=O)C2(C)C (stereo not given),15.0,i,10.3,1.7,-1.1,-0.1,0.6,24.1,0.5,-5.2
Cc1csc(SCC(=O)NCc2cccc(Cl)c2)n1,26.7,i,1.0,-0.6,0.3,0.1,-1.6,-5.4,9.2,-0.5
SMILES,AI-2 QS mod,PolyA inhibitor,HSF1 inh,GSK3beta inhib,HSF1 activator,Platelet DG rel,HSP90 inh,DYRK1A inh,HDAC3 inh,GSK3A inh
Cc1ccccc1NC(=O)C1CCCN(C(=O)Nc2ccc(F)cc2)C1 (stereo not given),17.6,i,-5.8,-0.5,-8.1,9.3,-5.4,0.4,-5.4,-1.2
CC(C)=CCc1c(-c2ccc(O)cc2O)oc2cc3c(c(O)c2c1=O)C=CC(C)(C)O3,27.6,i,-4.6,-1.4,1.8,1.1,nt,nt,-3.0,0.4
O=C(CCCn1c(SCC(=O)NCC2CCCO2)nc2ccccc2c1=O)NCC1CCCO1 (stereo not given),nt,nt,nt,nt,nt,nt,0.7,-6.8,-2.5,-2.0
CCCSc1cc(Cl)nc(N)n1,28.3,i,-7.1,0.0,-1.0,4.7,8.5,11.9,0.8,0.4
COc1ccccc1NC(=S)N=Nc1c(O)[nH]c2ccc(Br)cc12,38.7,i,78.0,1.2,85.7*,-1.7,2.9,-3.3,nt,-1.2
CN(C)CCNC(=O)c1ccc(COCC(F)(F)F)cc1,-5.3,i,8.8,2.6,23.3,4.2,2.2,-5.7,-1.2,0.4
COc1cc(OC)c(C2=NOC(C(=O)N3CCc4ccccc4C3)C2)cc1Cl (stereo not given),32.8,i,2.9,4.9,2.5,1.4,0.6,2.3,0.0,1.8
C=CCn1c(=NC(=O)C2COc3ccccc3O2)sc2cccc(OC)c21 (stereo not given),37.5,i,-4.5,-1.2,-10.9,-10.2,-0.1,nt,-3.7,-1.4
CCN1CCN(c2cc(C)c3cc(NC(=O)c4cc(OC)cc(OC)c4)ccc3n2)CC1,1.7,i,9.2,-2.5,33.8,-0.1,1.0,12.6,6.2,2.1
CC(=O)Nc1ccc(S(=O)(=O)NNC(=O)c2cccc(Cl)c2)cc1,8.0,i,-4.0,-2.4,-15.4,-7.4,-0.4,-9.4,-0.1,-4.3
COc1cccc(C(=O)N/N=C(/CCC(=O)O)c2ccccc2)c1,-5.5,i,4.7,-3.1,30.7,7.9,-1.4,4.9,0.5,-1.4
COC(=O)C1=C(C)NC(=O)NC1c1ccc2c(c1)OCO2 (stereo not given),0.4,i,3.6,0.6,-1.4,0.9,-2.2,2.4,-5.8,4.0
COc1cc(/C=C2\N=C(C)OC2=O)cc(OC)c1OC,14.5,i,0.9,2.2,25.7,-1.4,-1.7,-1.4,36.1*,-0.5
O=C(CN1C(=O)S/C(=C\c2ccccc2)C1=O)NNC(=O)c1ccccc1O,22.0,i,2.2,3.5,-8.5,-7.1,-1.1,-4.8,-1.8,-3.1
COC(=O)c1cc(S(=O)(=O)Nc2cccc(-c3cnco3)c2)oc1C,16.8,i,-6.6,7.4,-7.7,-3.9,-1.2,10.9,-2.0,-2.5
O=S(=O)(N1CCOCC1)n1c(Cc2ccccc2)nc2ccccc21,5.6,i,2.0,-1.0,9.0,-3.4,-0.5,-5.1,9.8,-2.5
O=C(NCc1ccc(S(=O)(=O)NC2CCCCC2)s1)c1ccccc1,26.2,i,-0.5,-0.6,24.8,-7.1,4.8,-1.7,-5.5,1.0
C=CCn1c(CSc2nc3ccccc3s2)nnc1SCC(=O)OCC,-5.1,i,-1.1,-1.8,20.9,-0.4,1.7,7.1,3.3,-2.4
CC(C)Cn1c(SCC(=O)Nc2ncccn2)nc2ccccc21,16.8,i,2.7,1.3,12.2,11.5,1.6,-5.1,1.6,0.2
Cc1cccc(NC(=S)NC(NC(=O)c2ccco2)C(Cl)(Cl)Cl)c1 (stereo not given),20.6,i,-0.2,-2.0,3.3,nt,0.2,-2.3,3.4,3.7
CC(=O)C(Cc1ccccc1)NC(=O)CN(C)Cc1ccccc1Cl (stereo not given),2.6,i,3.8,-0.8,-9.5,1.9,4.5,10.6,-1.9,-0.7
COC(=O)CSc1nccc(C)n1,14.9,i,-19.9,-2.3,-25.7,0.1,-6.5,2.0,1.5,-4.1
CC1CC(C)CN(C(=O)C(Cc2ccccc2)NC(=O)c2ccccc2)C1 (stereo not given),25.9,i,3.6,-5.2,4.1,-0.6,nt,-1.0,-5.8,-0.1
CC(=O)N(C1=C(N)C(=O)c2ccccc2C1=O)C(C)C,-6.1,i,3.8,1.9,27.4,-10.0,9.7,2.3,1.8,-5.7
CCCC(=O)Nc1ccc2c(c1)C(=O)N(CCC(=O)O)C2=O,18.4,i,-10.6,-0.3,8.2,-12.0,0.1,1.4,-20.5,3.6
SMILES,AI-2 QS mod,PolyA inhibitor,HSF1 inh,GSK3beta inhib,HSF1 activator,Platelet DG rel,HSP90 inh,DYRK1A inh,HDAC3 inh,GSK3A inh
COc1cc(C(=O)N2CCC(NC(=O)C(Cc3ccc(C(C)C)cc3)NC(C)=O)CC2)cc(OC)c1OC (stereo not given),2.5,i,2.1,-2.2,5.1,-1.0,-1.0,-4.0,-3.2,-3.3
O=C(c1nc2ccc(Cl)cn2c1CN1CCC[C@H]1CO)N1CCCCCCC1,21.8,i,-1.1,-0.2,-1.1,-23.9,-3.6,-5.8,0.4,-3.3
CCN(CC)CCCN(Cc1cc2ccc(C)c(C)c2[nH]c1=O)C(=O)NC1CCCCC1,21.9,i,0.6,-0.9,10.4,-11.2,-1.0,4.3,1.4,-0.7
O=C(/C=C/c1ccc(Cl)c(Cl)c1)n1cccn1,21.8,i,13.5,3.0,29.4,1.1,2.9,-2.9,1.4,-2.1
CCOc1cc(/C=C(/C#N)C(=O)Nc2ccc(OC)cc2)ccc1OCc1ccc(C(=O)O)cc1,20.1,i,5.9,0.8,4.5,1.0,-3.8,-1.9,-0.6,-0.6
CCc1ccccc1N(CC(=O)NC1CCCCC1)C(=O)CNC(=O)c1ccco1,-1.0,i,-0.9,-4.3,9.2,-5.4,1.9,-7.7,0.2,4.4
CC(C)COc1ccc(C(=O)Nc2ccc(N3CCOCC3)cc2N2CCOCC2)cc1,1.4,i,-0.1,-4.1,-2.2,-10.2,0.8,2.4,-0.4,1.1

# High-throughput results: PubChem, several laboratories
